# Screens as filed in PubChem BioAssay.
# Mcl1-Noxa inh: Mcl-1/Noxa binding inhibitors, primary screen, biochemical, TR-FRET, 1536-well. Induced myeloid leukemia cell differentiation protein Mcl-1 (Homo sapiens), Q07820. TR-FRET Mcl-1/Noxa peptide binding, 2 h. inhibition, % at 21.7 µM. actives 1.5% (n = 220,000). AID 1022, 2008;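 active = compounds that cut the protein-peptide binding signal by more than 50% relative to plate controls in a single-dose test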;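 note: His-tagged Mcl-1 with rhodamine Noxa BH3 peptide and terbium anti-His antibody; 0% = Mcl-1 plus Noxa peptide wells and 100% = peptide-only wells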
# Target sequence (Q07820 whole entry, looked up): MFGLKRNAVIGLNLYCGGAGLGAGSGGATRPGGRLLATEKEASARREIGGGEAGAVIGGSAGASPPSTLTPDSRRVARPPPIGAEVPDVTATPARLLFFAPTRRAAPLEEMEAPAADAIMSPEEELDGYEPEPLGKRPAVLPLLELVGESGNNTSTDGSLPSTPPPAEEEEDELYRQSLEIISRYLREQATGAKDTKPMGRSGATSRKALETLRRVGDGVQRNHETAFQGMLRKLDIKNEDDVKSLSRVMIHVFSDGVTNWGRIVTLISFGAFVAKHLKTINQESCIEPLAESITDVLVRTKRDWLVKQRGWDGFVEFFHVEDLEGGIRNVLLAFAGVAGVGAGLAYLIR
# Rac1 mut GTP: GTP binding modulators of activated mutant Rac1, primary screen, biochemical, bead-based flow cytometry, multiplex, fluorescent GTP; actives 0.11% (n = 190,000); GST-Rac1 activated beads; actives lie on both sides; 100% means binding = to untreated wells; Ras-related C3 botulinum toxin substrate 1 (Homo sapiens), P63000; percent activity (GTP binding), % at 10 µM;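 active = GTP binding at least 20 percentage points away from the 100% baseline, in either direction, so actives lie on both sides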
# RGS8-Gao: RGS8-Galphao binding modulators, primary screen, biochemical, multiplexed bead flow cytometry; Guanine nucleotide-binding protein G(o) subunit alpha (Homo sapiens), P09471; actives lie on both sides; response (percent of control binding), % at 10 µM; actives 0.34% (n = 220,000); in the data active = response below about 60% or above about 140%; inactive = in between;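 note: Galphao activated as the GDP aluminium fluoride complex binding bead-coupled RGS8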
# Target sequence (P09471 whole entry, looked up): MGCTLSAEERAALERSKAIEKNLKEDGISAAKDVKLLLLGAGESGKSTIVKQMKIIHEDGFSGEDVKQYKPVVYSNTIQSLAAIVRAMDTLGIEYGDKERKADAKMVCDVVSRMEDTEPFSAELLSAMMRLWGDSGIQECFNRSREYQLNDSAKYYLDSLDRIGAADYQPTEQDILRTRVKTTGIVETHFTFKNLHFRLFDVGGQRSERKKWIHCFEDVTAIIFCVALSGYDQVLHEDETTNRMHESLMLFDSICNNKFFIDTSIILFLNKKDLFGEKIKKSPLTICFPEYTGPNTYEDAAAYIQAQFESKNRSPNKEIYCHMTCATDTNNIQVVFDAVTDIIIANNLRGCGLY
# Mcl1 Bid PPI: Mcl-1/Bid binding inhibitors, primary screen, biochemical, TR-FRET, 1536-well | Induced myeloid leukemia cell differentiation protein Mcl-1 (Homo sapiens), Q07820 | TR-FRET Mcl-1/Bid-Dy647 peptide binding | inhibition, % at 21.7 µM | actives 0.97% (n = 220,000) | AID 1021, 2008;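 active = compounds that cut the binding signal by more than half at the single screening dose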;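 note: His-tagged Mcl-1 with europium anti-His antibody binding Bid BH3 peptide; 0% = Mcl-1 plus peptide wells and 100% = peptide-only wells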
# HRas wt GTP bind: modulators of GTP binding to HRas wildtype, primary screen, biochemical, bead-based flow cytometry, multiplex; GST-Ras wt beads, Bodipy-FL-GTP binding; actives lie on both sides; actives 0.14% (n = 190,000); GTP binding activity, % at 10 µM; GTPase HRas (Homo sapiens), P01112;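 active = GTP binding activity at least 20% away from the 100% baseline, either lowered as inhibitor or raised as activator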;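 note: 0% = unlabeled GTP competition control and 100% = no-compound control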
# Mcl-1 Bim block: inhibitors of Bim peptide binding to Mcl-1, primary screen, biochemical, bead-based flow cytometry, multiplex. Induced myeloid leukemia cell differentiation protein Mcl-1 (Homo sapiens), Q07820. Bim peptide-Mcl-1 binding. inhibition, % at 10 µM. actives 0.1% (n = 190,000); in the data active = inhibition above about 40%;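 note: 0% = no compound tracer wells and 100% = peptide blocker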
# Rab2 wt GTP: modulators of GTP binding to Rab2A wildtype, primary screen, biochemical, dog, bead-based flow cytometry, multiplex; AID 760, 2007; GTP binding activity, % at 10 µM; actives 0.19% (n = 190,000); GST-Rab2 wt beads, Bodipy-GTP binding; Ras-related protein Rab-2A (Canis lupus familiaris), P61105;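 active = GTP binding activity at least 20 points away from 100%, either lowered or raised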;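 note: 0% = beads with excess unlabeled GTP and 100% = no-compound control corrected for plate trend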
# Rac1 wt GTP bind: wildtype Rac1 GTP binding modulators, primary screen, biochemical, GST-Rac1 beads, flow cytometry, multiplex. AID 757, 2007. GTP binding activity (% of control), % at 10 µM. actives 0.27% (n = 190,000). fluorescent GTP binding; actives lie on both sides; 0 = cold GTP competed, 100 = untreated;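 active = GTP binding activity at least 20 points away from the 100% control level, either lower or higher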
# Cdc42 wt GTP: modulators of GTP binding to wildtype Cdc42, primary screen, biochemical, multiplex bead flow cytometry, Bodipy-GTP; actives 0.2% (n = 190,000); Cell division control protein 42 homolog (Homo sapiens), P60953; GST-Cdc42 beads; actives lie on both sides; AID 761, 2007; percent activity (GTP binding), % at 10 µM;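 active = percent activity GTP binding at least 20 points away from the 100% baseline, either down as inhibitor or up as activator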;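 note: median bead fluorescence of bound Bodipy-FL-GTP at 100 nM; 0% = excess unlabeled GTP control and 100% = no compound control; below 100% means less GTP binding so inhibitor and above means activator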
# Target sequence (P60953 whole entry, looked up): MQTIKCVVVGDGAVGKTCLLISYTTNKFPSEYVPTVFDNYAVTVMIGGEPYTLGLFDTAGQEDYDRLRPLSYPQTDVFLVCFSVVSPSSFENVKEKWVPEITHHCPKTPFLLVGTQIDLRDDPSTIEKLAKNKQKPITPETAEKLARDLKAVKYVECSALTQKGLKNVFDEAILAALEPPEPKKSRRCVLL
# Pf gametocyte: late stage P. falciparum gametocyte viability inhibitors, primary screen, ATP luminescence, HTS; inhibition, % at 10.9 µM; actives 0.065% (n = 150,000); P. falciparum stage V gametocytes, 24 h;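 active = inhibition above the mean plus 3 SD of compounds within the control limits, set per campaign, cut at about 38% in these data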;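 note: 0% = DMSO wells and 100% = medium only without gametocytes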
# Rab7 wt modul: modulators of GTP binding to Rab7, primary screen, biochemical, wildtype, multiplex bead flow cytometry. Rab7 GTPase wild type (dog), Bodipy-FL-GTP binding. GST-Rab7 beads, fluorescent GTP binding; actives lie on both sides; untreated = 100%, excess cold GTP = 0%. GTP binding activity (percent of control), % at 10 µM. actives 0.055% (n = 190,000);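 active = fluorescent GTP binding to Rab7 beads changed by at least 20 points from the 100% baseline, either direction, mostly lower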;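 note: median green fluorescence of bound Bodipy-FL-GTP per Rab7 bead population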
# Starred values were filed as active, the others as inactive; . = no result given.
# Below each compound – Mcl1-Noxa inh	Rab7 wt modul	Cdc42 wt GTP	Pf gametocyte	Mcl1 Bid PPI	Rac1 mut GTP	HRas wt GTP bind	RGS8-Gao	Rac1 wt GTP bind	Mcl-1 Bim block	Rab2 wt GTP
CC/C(=N\Nc1cccc2ccccc12)c1c(O)[nH]c(=O)[nH]c1=O
→ 21	96	100	12	-35	97	97	100	100	-6	95
CCOc1ccc(N2C(=O)NC(=O)/C(=C\c3ccc(N4CCOCC4)cc3C)C2=O)cc1
→ 18	96	97	.	-45	94	96	104	97	0	97
O=C(c1ccccc1)c1ccc(N=Nc2c(O)[nH]c(=O)[nH]c2=O)cc1
→ 21	106	97	-12	-27	100	100	100	103	-3	100
Cn1c(O)c(C=NC2CC3CCC2(C)C3(C)C)c(=O)[nH]c1=O (stereo not drawn)
→ 9	98	99	-27	-7	102	103	98	106	-3	104
O=C(c1ccc2c(c1)ncn2C1CCCCCC1)N1CCC2(CC1)OCCO2
→ .	99	104	.	.	100	102	101	102	5	102
O=c1[nH]c(=S)n(Cc2ccc(F)cc2)c(O)c1/C=N/N1CCCCCC1
→ 28	96	99	.	-42	96	96	99	100	-9	98
O=C1NC(=O)C(=Cc2ccc(SC3CCCCC3)o2)C(=O)N1
→ 72*	97	90	-33	-19	88	93	93	91	-5	89
CN1C2CCC1CC(OC(=O)c1ccc(Cl)cc1)(C(=O)O)C2 (stereo not drawn)
→ 15	98	104	1	0	100	99	111	105	-1	98
O=C(Cc1ccccc1)N1CCN(Cc2ccc([N+](=O)[O-])cc2)CC1
→ 21	100	99	3	11	97	101	105	102	-2	99
CN(C)c1nc(-c2ccccc2)[n+](C)s1
→ 11	102	104	18	-12	100	103	83	109	-3	103
Cc1c(C(=O)O)cccc1-n1c(C)cc(/C=C2\C(=O)NC(=O)N(c3ccc4c(c3)OCO4)C2=O)c1C
→ 15	92	95	5	-54	93	92	97	94	2	96
Oc1ccccc1/C=N/NP(=S)(c1ccccc1)c1ccccc1
→ 21	99	92	10	9	96	94	102	100	0	94
Cc1ccccc1N1C(=O)NC(=O)/C(=C\c2cc(C)n(C)c2C)C1=O
→ 12	97	92	.	-39	95	93	101	94	0	97
CCOC(=O)C(O)(c1ccc(NC(=S)NC(=O)c2ccc(Cl)cc2Cl)cc1)C(F)(F)F (stereo not drawn)
→ 17	96	95	.	-20	96	98	112	101	-9	96
O=C1/C(=C/c2ccc([N+](=O)[O-])cc2)N2CCC1CC2
→ -8	100	104	.	3	100	98	98	107	4	101
CCN(CC)S(=O)(=O)c1ccc(N=Cc2c(O)n(-c3ccccc3)c(=O)[nH]c2=O)cc1
→ -15	99	107	.	-34	105	104	95	109	1	102
Cc1ccc(-c2cc(C(=O)N3CCC4(CC3)OCCO4)no2)cc1
→ 13	93	93	14	-25	92	93	94	94	0	94
CC1(C)CC(=O)c2cc(OCC(=O)N3CCN(Cc4ccccc4)CC3)ccc2O1
→ -6	103	96	10	-4	97	97	104	98	-3	99
COc1ccc(CCn2c(O)c(C=NCCCO)c(=O)[nH]c2=O)cc1OC
→ 2	105	107	.	-24	101	105	98	110	3	108
COc1cc(CN2CCN(C(=O)COc3ccccc3)CC2)cc(OC)c1OC
→ 21	103	102	2	32	95	101	97	100	2	103
CC(=O)N1CN(C(C)=O)CN(C(C)=O)C1
→ -14	98	97	13	-24	96	97	100	99	1	98
CCCC1=C(C(=O)OCC)C2(C(=O)Nc3ccccc32)C(C#N)=C(N)O1 (stereo not drawn)
→ 13	100	101	13	-15	97	100	102	98	-1	99
CN1CCc2c(C#N)c(Cl)nc(Cl)c2C1
→ 22	98	102	12	3	101	97	102	103	-2	99
CN1CCN(c2cc([N+](=O)[O-])ccc2Cl)CC1
→ 6	103	102	-7	-37	97	99	103	102	-4	100
O=Cc1cn(Cc2ccc([N+](=O)[O-])cc2)c2ccccc12
→ -6	96	98	-1	-13	103	102	94	100	4	105
COc1ccc(Cn2c(O)c(C=Nc3c(C)n(C)n(-c4ccccc4)c3=O)c(=O)[nH]c2=O)cc1
→ -5	96	101	-4	0	100	98	101	107	-3	101
O=C(c1ccc(Cl)cc1)C1CCCN(Cc2ccc3nonc3c2)C1 (stereo not drawn)
→ 5	103	94	-10	-8	91	98	102	96	2	98
O=C1C2CCCN2C(c2ccncc2)N1c1ccc(Cl)c(Cl)c1 (stereo not drawn)
→ -20	98	103	4	-32	98	102	100	104	-6	102
O=C(c1ccccc1F)c1cn(Cc2ccc(F)cc2)c2ccccc12
→ -6	103	97	14	4	97	97	102	105	-3	100
CCOC(=O)C1=C(C)OC(N)=C(C(=O)OCC)[C@@]12C(=O)N(CC(N)=O)c1ccccc12
→ 9	97	94	3	-11	97	96	102	101	0	99
CCC(CC)NC1CCCCC1OC (stereo not drawn)
→ 19	94	98	3	1	97	95	102	104	-4	93
O=C(c1cc(S(=O)(=O)N2CCC3(CC2)OCCO3)ccc1F)N1CCC2(CC1)OCCO2
→ 30	103	95	-2	-2	97	99	100	100	-3	99
CC(=O)Nc1ccccc1C(=O)OCc1cccc(F)c1
→ 2	104	94	-3	-30	94	98	102	101	-2	99
CN1C(=O)C(=CN2CCN(C(=O)c3ccco3)CC2)C(=O)N(C)C1=S
→ -16	92	97	-23	-33	97	96	101	99	0	96
CC(NCc1cccc(Cl)c1Cl)C(O)c1ccccc1 (stereo not drawn)
→ 7	102	101	7	-5	101	101	101	105	17	99
O=C(NCC(c1cccnc1)N1CCN(c2ccccc2)CC1)Oc1ccccc1 (stereo not drawn)
→ 0	95	99	.	-21	95	98	99	99	-3	96
O=C(CN1CCCC1=O)Nc1ccccc1
→ -4	102	99	3	0	101	99	102	102	0	99
C/C(=N\Nc1ccccc1)c1c(O)n(Cc2ccccc2)c(=O)[nH]c1=O
→ 7	101	99	4	-45	99	102	94	103	-5	97
CCOC(=O)c1c(C)n(CCN2CCN(C)CC2)c2ccc(OC)cc12
→ 21	101	103	.	40	100	100	102	104	-4	103
CCOC(=O)C1=C(N)Oc2cc(C)oc(=O)c2C12C(=O)N1c3c(cccc32)C(C)=CC1(C)C (stereo not drawn)
→ 15	101	102	.	-20	99	102	102	98	-1	101

# Results in Mcl-1 Bim block, Pf gametocyte and HRas wt GTP bind, for 2 of the compounds above:
SMILES | Mcl-1 Bim block | Pf gametocyte | HRas wt GTP bind
O=C(c1ccccc1)c1ccc(N=Nc2c(O)[nH]c(=O)[nH]c2=O)cc1 | -3 | -12 | 100
Cn1c(O)c(C=NC2CC3CCC2(C)C3(C)C)c(=O)[nH]c1=O (stereo not drawn) | -3 | -27 | 103

# Copied from the list.
# Reading for CC(=O)Nc1ccccc1C(=O)OCc1cccc(F)c1 under Rac1 mut GTP: 94
# Reading for CCOC(=O)C1=C(N)Oc2cc(C)oc(=O)c2C12C(=O)N1c3c(cccc32)C(C)=CC1(C)C (stereo not drawn) under Rac1 wt GTP bind: 98
# Reading for O=C(NCC(c1cccnc1)N1CCN(c2ccccc2)CC1)Oc1ccccc1 (stereo not drawn) under RGS8-Gao: 99

# (next part)
# Below each compound – Mcl1-Noxa inh	Rab7 wt modul	Cdc42 wt GTP	Pf gametocyte	Mcl1 Bid PPI	Rac1 mut GTP	HRas wt GTP bind	RGS8-Gao	Rac1 wt GTP bind	Mcl-1 Bim block	Rab2 wt GTP
OC(CNC1CCCCC1)C(F)(F)F (stereo not drawn)
→ 12	101	99	-5	-23	97	97	95	101	0	97
CC(Cc1ccccc1)NC(=O)CN1CCCC1=O (stereo not drawn)
→ 27	97	98	4	9	99	99	95	104	-4	100
CC(C)CCn1c(N)c(C(=O)NCc2cccs2)c2nc3ccccc3nc21
→ 27	90	89	.	1	88	90	99	91	0	88
S=C1CN=C(c2ccccc2)c2cc(Cl)ccc2N1
→ 22	96	98	.	-27	93	96	101	97	-2	99
Cc1cccc(N2C(=O)NC(=O)/C(=C/c3cc4c(cc3[N+](=O)[O-])OCO4)C2=O)c1
→ 30	107	93	.	-46	90	99	94	97	6	99
COc1ccccc1N1CCN(Cc2ccccc2F)CC1
→ 8	98	98	-5	26	97	98	100	96	-1	97
Fc1ccccc1CCNCc1ccccc1
→ 14	103	100	3	-25	99	101	100	100	-1	97
Cc1nc2ccccc2c(=O)n1-c1ccc(F)cc1
→ 10	100	100	.	-1	96	100	99	99	-2	98
CC12CCCCC1=NC(c1ccc(Br)cc1)N2O (stereo not drawn)
→ -9	101	100	-10	-3	97	101	103	97	0	102
NCC(CC(=O)O)c1ccc(Cl)cc1 (stereo not drawn)
→ -12	95	96	1	6	96	95	107	96	-4	96
Clc1ccc(OCC#CCN2CCOCC2)cc1
→ 24	106	89	24	13	96	98	100	102	1	98
O=C(CNC(=O)c1ccccc1Cl)Nc1ccc(Br)cc1C(=O)c1ccccc1
→ 2	96	95	-4	-11	97	93	105	98	-1	95

# A draw from above in order of SMILES length, high to low.
# Below each compound – Mcl1-Noxa inh	Rab7 wt modul	Cdc42 wt GTP	Pf gametocyte	Mcl1 Bid PPI	Rac1 mut GTP	HRas wt GTP bind	RGS8-Gao	Rac1 wt GTP bind	Mcl-1 Bim block	Rab2 wt GTP
CCN(CC)S(=O)(=O)c1ccc(N=Cc2c(O)n(-c3ccccc3)c(=O)[nH]c2=O)cc1
→ -15	99	107	.	-34	105	104	95	109	1	102
C/C(=N\Nc1ccccc1)c1c(O)n(Cc2ccccc2)c(=O)[nH]c1=O
→ 7	101	99	4	-45	99	102	94	103	-5	97
O=C1NC(=O)C(=Cc2ccc(SC3CCCCC3)o2)C(=O)N1
→ 72*	97	90	-33	-19	88	93	93	91	-5	89
Clc1ccc(OCC#CCN2CCOCC2)cc1
→ 24	106	89	24	13	96	98	100	102	1	98

# This is a subset, so the mix of outcomes need not match the whole.
